Source: PubChem
Mac1 fbg inh: inhibitors of human CD11b/CD18 binding to fibrinogen. inhibition, % at 10 µM. AID 1497. K562 CD11b/CD18 adhesion to fibrinogen, ATPlite luminescence; Mn2+ added to activate the integrin. 93,000 tested, 0.54% active. P05107+P11215;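 active = primary inhibition of 50% or more at 10 µM, then 40% or more on retest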; also: some results filed as inactive read as strong as hits
Target sequence (P05107 whole entry, looked up, other chains not shown): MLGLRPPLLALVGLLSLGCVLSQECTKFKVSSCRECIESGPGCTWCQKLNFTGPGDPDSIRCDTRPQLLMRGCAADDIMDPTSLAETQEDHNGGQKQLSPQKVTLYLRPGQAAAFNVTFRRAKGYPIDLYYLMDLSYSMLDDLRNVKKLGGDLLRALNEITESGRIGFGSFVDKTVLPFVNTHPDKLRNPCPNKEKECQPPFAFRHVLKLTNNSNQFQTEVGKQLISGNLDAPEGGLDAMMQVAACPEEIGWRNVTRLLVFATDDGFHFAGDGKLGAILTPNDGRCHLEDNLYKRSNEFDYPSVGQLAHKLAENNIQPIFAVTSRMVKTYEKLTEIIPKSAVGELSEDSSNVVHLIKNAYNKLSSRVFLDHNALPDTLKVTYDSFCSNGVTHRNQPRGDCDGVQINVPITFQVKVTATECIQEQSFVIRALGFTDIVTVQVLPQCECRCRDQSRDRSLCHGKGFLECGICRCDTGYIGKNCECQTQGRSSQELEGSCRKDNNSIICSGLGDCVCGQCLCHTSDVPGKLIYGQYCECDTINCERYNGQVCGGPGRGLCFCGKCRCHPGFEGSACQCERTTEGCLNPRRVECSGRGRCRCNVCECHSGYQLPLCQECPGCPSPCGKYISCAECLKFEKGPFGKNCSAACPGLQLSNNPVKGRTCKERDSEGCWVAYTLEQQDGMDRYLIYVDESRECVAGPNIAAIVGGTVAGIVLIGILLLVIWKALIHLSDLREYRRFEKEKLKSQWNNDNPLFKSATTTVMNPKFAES
MT1-MMP txn act: MT1-MMP promoter transcription activation; HT1080 MT1-MMP promoter luciferase reporter, luminescence, overnight; active compounds read high; activation factor at 10 µM; 86,000 tested, 0.16% active; AID 750;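 active = activation factor of at least 2 for MT1-MMP transcription at 10 µM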
CYP2C9 activ: activators of human CYP2C9 | recombinant CYP2C9, luciferin-H conversion, luminescence; active compounds read high; factor 1 = untreated enzyme, 0 = blocked | AID 1024 | 96,000 tested, 1.4% active | activation factor at 5 µM | P11712;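 active = activation factor of 2 or more for CYP2C9 at a 5 µM dose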;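 also: 0 = sulfaphenazole-blocked wells and 1 = vehicle-only wells; values of inactives mirror those of a sister screen read the other way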
CYP2C9 inh: human CYP2C9 inhibition; inhibition, % at 5 µM; 96,000 tested, 20% active; CYP2C9 Supersomes, luciferin-H conversion, luminescence;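 active = blocking of liver enzyme CYP2C9 beyond about 50% at 5 µM, limit read from the data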; also: values of inactives mirror those of a sister screen read the other way
PLAP act: human PLAP activation | AID 696 | P05187 | purified PLAP enzyme, luminescent substrate read-out; active compounds read high | 96,000 tested, 1.2% active | activation fold at 20 µM; in the data active = activation fold above about 2
CYP2C19 inh: human CYP2C19 inhibition. inhibition, % at 5 µM. CYP2C19 Supersomes, luciferin-H EGE luminescence, 30 min. 96,000 tested, 21% active. AID 778. P33261;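 active = CYP2C19 inhibition above a set limit at 5 µM in the primary screen, cut at about 50% in these data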;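 also: plate controls were negative control wells for no effect and 2.5 mM tranylcypromine positive control for full effect; values of inactives mirror those of a sister screen read the other way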
Pyk2 oligo antag: blocks oligomerization of human Pyk2 in cells; Q293 cells, Pyk2 FERM NanoBiT luminescence; active compounds read low; Q14289; z-score (the deposit names both 25 µM and 10 µM); 99,000 tested, 0.83% active;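 active = Z-score of -3 or lower, scaled per plate to the spread of control and sample wells; inactive = z-score above -3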;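 also: negative z-score means lost luminescence so less FERM oligomerization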
CYP2C19 activ: increases human CYP2C19 enzyme activity | recombinant CYP2C19, luciferin-H EGE luminescence; active compounds read high; 0 = fully inhibited enzyme, 1 = untreated enzyme | 96,000 tested, under 10 active | P33261 | activation factor at 5 µM;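 active = activation factor of at least 2 at 5 µM in the primary screen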;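 also: 0 = wells with 2.5 mM tranylcypromine and 1 = vehicle-only wells; values of inactives mirror those of a sister screen read the other way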
Mac1 fbg enh: increases human CD11b/CD18 adhesion to fibrinogen; P05107+P11215; K562 CD11b/CD18 adhesion to fibrinogen, ATPlite luminescence; activation, % at 10 µM; 93,000 tested, 0.07% active; AID 1499;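 active = 10 µM primary screen giving 50% or more activity, confirmed by 40% or more on retest at that dose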; also: strong numbers were not always called active; reference of the scale not given here
Active calls of the source: *; / = no result given; & = joins results of further samples; ! = a repeat was not active.

SMILES	Mac1 fbg inh	MT1-MMP txn act	CYP2C9 activ	CYP2C9 inh	PLAP act	CYP2C19 inh	Pyk2 oligo antag	CYP2C19 activ	Mac1 fbg enh
Cc1ccc(NC(=O)c2ccc(OC(=O)c3cc4ccccc4o3)cc2)cc1	1	/	0.7	30	0.9	10	0.72	0.9	3
COc1ccccc1-n1c(SCC(=O)O)nnc1-c1ccc(S(=O)(=O)N2CCCCC2)cc1	0	1.1	0.5	48	1.6	19	0.26	0.8	-1
CCCCN(C)C(=O)CSc1nc(NCc2ccc(OC)cc2)c2ccccc2n1	-10	1.1	0.6	44	1.5	54*	0.2	0.5	-4
CN(CC(=O)Nc1nccs1)S(=O)(=O)c1ccc(F)cc1	-2	1	0.6	45	0.9	67*	-0.58	0.3	-1
Cc1ccc(C(=O)CSc2nc(C)cc(=O)[nH]2)cc1	/	1.1	0.7	32	1	12	0.17	0.9	/
CCN(CC)S(=O)(=O)c1cccc(C(=O)N2CC(O)CC2C(=O)O)c1 (centres undefined)	/	1.1	1.1	-11	1.2	-24	0.02	1.2	-2
CS(=O)(=O)N1CCC(C(=O)Nc2ccc3c(c2)OCO3)CC1	-19	1.1	1.1	-12	1.1	-18	-0.37	1.2	-5
NC(=O)CSc1nnc(Cc2csc(Nc3ccccc3)n2)n1Cc1ccccc1	6	1.1	0.5	49	1.3	66*	-0.74	0.3	0
S=C(Nc1ccc(Oc2ccccc2)cc1)NC1CCCCC1	77	/	1.2	-19	1	-4	-0.62	1	-9
Cc1cc(C(=O)N2CCN(C(c3ccccc3)c3ccccc3)CC2)no1	-1	1.1	0.7	35	1.4	42	-0.65	0.6	5
CCOc1ccc(N2CC(C(=O)Nc3ccc(F)cc3F)CC2=O)cc1 (centres undefined)	17	1.1	0.9	12	1	-1	0.65	1	4
COc1cc2c(=O)n(CC3CCCO3)c(=O)n(CC(=O)Nc3cccc(Cl)c3)c2cc1OC (centres undefined)	3	/	0.2	85*	1.7	63*	-1.2	0.4	-1
Cc1ccnc(SCCn2c(N3CCN(Cc4ccccc4)CC3)nc3c2c(=O)[nH]c(=O)n3C)n1	2	1	0.2	78*	1.8	83*	/	0.2	-2
O=C(c1ccc(C(F)(F)F)cc1)c1c[nH]c(C(=O)NCCCn2ccnc2)c1	/	/	0.1	88*	1.5	95*	0.59	0	/
CCCn1nc(C(=O)Nc2cccc(C(=O)OC)c2)c2ccccc2c1=O	1	1.2	0.2	79*	1.5	63*	-1.5	0.4	-2
COc1cc(C(=O)NCc2ccco2)c(Br)c(OC)c1OC	-14	1	1.1	-13	1	39	1.9	0.6	10
O=C(COC(=O)c1ccc(NS(=O)(=O)c2ccc3c(c2)OCCO3)cc1)NC1CC1	-12	/	0.4	62*	1.1	15	1.4	0.9	-5
Cc1ccc(NC(=O)COC(=O)CN2C(=O)COc3ccccc32)cc1	3	/	0.8	20	1.1	46	0.25	0.5	-4
O=C(NCC1COc2ccccc2O1)C1C2C=CC3(CN(Cc4ccccc4Cl)C(=O)C13)O2 (centres undefined)	/	1	0.9	10	1.5	10	-0.08	0.9	/
O=C(COc1ccc(Cl)cc1Cl)NCCCN1CCOCC1	-1	1.1	0.8	22	1.2	19	-0.61	0.8	-1
CN1CCN(C(=O)/C(=C\c2ccccc2)c2ccccc2)CC1	2	1	1.1	-10	1.1	21	-0.54	0.8	-4
O=C(COC(=O)c1ccccn1)NC1CCCCC1	14	1.2	0.2	77*	0.9	28	2	0.7	-2
CCOc1ccc(NC(=O)CSc2nnc(-c3ccco3)n2C)cc1	-16	0.9	0.9	12	0.8	3	0.02	1	-1
COC(/C=C/Nc1ccc(C)c(C)c1)=C(C#N)C#N	5	/	0.9	9	1.1	0	1.1	1	-3
O=C(Nc1ccc(F)cc1)c1ccc(S(=O)(=O)NCC2CCCO2)cc1 (centres undefined)	11	1.1	0.6	38	1	13	0.77	0.9	-5
COc1ccccc1C(=O)NCCCN1CCCC1=O	-8	1.1	1.1	-6	1.1	-5	0.33	1.1	-2
Cc1nnc(SCCN2CCOCC2)n1-c1cccc(Cl)c1	-10	1.1	0.9	8	1.4	11	-0.57	0.9	-1
CC1=C(OC(=O)c2ccccc2)C(C)(C)C(c2ccccc2)OC1=O (centres undefined)	-33	1.1	0.7	28	1	40	-2.5	0.6	-2
CC(=O)N1CCc2cc(S(=O)(=O)NCCCN3CCN(Cc4ccccc4)CC3)ccc21	-1	/	0.5	50	1.6	52*	2.6	0.5	-3
O=C(CCN1C(=O)C2C3C=CC(C3)C2C1=O)Nc1nccs1 (centres undefined)	-8	1.2	1.2	-16	1	15	-0.18	0.8	2
CCCOc1ccc(C(=O)NCc2ccco2)cc1	6	1.4	0.8	20	1	24	-0.57	0.8	-2
O=C(O)CN(c1ccccc1F)S(=O)(=O)c1ccccc1	6	/	0.9	12	1	0	0.44	1	0
Cc1ccc(-n2c(C)cc(C(=O)COC(=O)c3c(C)noc3C)c2C)cc1	91	1.3	0.8	20	1	10	-1.1	0.9	-10
CN1CCN(C(=O)CN(c2cc(C(F)(F)F)ccc2Cl)S(C)(=O)=O)CC1	-56	1.1	1	0	1.6	28	0.87	0.7	2
CCn1nnnc1SCC(=O)NCc1cccs1	19	1.2	1	-5	1	10	1.5	0.9	-1
O=C(Nc1ccc(N2CCOCC2)cc1)c1cn2ccccc2n1	/	/	0.7	34	0.9	60*	1.3	0.4	/
CCC(C)(C)NC(=O)C(c1cccnc1)N(CCOC)C(=O)Cn1nnc2ccccc21 (centres undefined)	17	1.2	0.9	5	1.4	8	0.11	0.9	-2
O=C1CC(N2CCCc3ccccc32)C(=O)N1c1ccccc1 (centres undefined)	-7	1.1	1	-1	0.9	16	0.36	0.8	-4
CCOC(=O)C1CCN(C(C(=O)NC2CCCCC2)c2ccc(OC)cc2)CC1 (centres undefined)	-13	1	1.2	-25	1.2	26	-0.35	0.7	2
CC(O)CN(CCC(N)=O)CCC(N)=O (centres undefined)	/	/	1.1	-11	0.8	-9	-0.55	1.1	/
Cc1ccc(S(=O)(=O)/N=C(\CN2CCOCC2)N2CCOCC2)cc1	-15	1	0.9	7	1	-1	-0.26	1	2
CCN(CC)S(=O)(=O)c1ccc(-n2cnnn2)c(C)c1	-9	1.2	1	4	1.2	36	1.6	0.6	-2
CCOc1ccc(S(=O)(=O)Nc2nc3ccc(OC)cc3s2)cc1	-5	/	0	99*	1.7	82*	-1.2	0.2	-5
CCOC(=O)N1CCN(C(=O)CCN2C(=O)COc3ccc(C)cc32)CC1	-45	1.1	1.1	-14	1	5	-0.41	1	3
O=C(NC1CCCCCC1)C1C2C=CC3(CN(Cc4cccnc4)C(=O)C13)O2 (centres undefined)	-8	1.2	0.9	6	1.2	3	/	1	4
CCn1c(SCC(=O)Nc2cccc(C)c2)nc2c(c1=O)SC(C)C2 (centres undefined)	5	1.1	0.2	75*	1	39	/	0.6	-4
CC12CCCCC1c1ccccc1C(=NCC(=O)O)N2 (centres undefined)	-8	1.2	0.9	5	1	2	0.69	1	-5
COc1cc(OC)cc(OCC(O)Cn2ccnc2)c1 (centres undefined)	-10	1	0.1	91*	0.9	98*	0.21	0	-4
NC(=O)CCS(=O)(=O)c1ccccc1	6	1.1	1	-5	1	-12	2.4	1.1	1
N#C/C(=N\O)c1nc(-c2ccccc2)cs1	66*!	1.1&1.2	0.4&0.7	62*!	1.2&1.1	33&32	0.45&0.44	0.7&0.7	-5&-6
COc1ccc(S(=O)(=O)NCCSC(C)(C)C)c(Cl)c1Cl	-1	1.2	3.2*	-218	0.7	94*	-2.6	0.1	3
O=C(O)c1ccc(COc2ccc(Cl)cc2)o1	6	1.5	1.1	-11	1.1	-4	0.48	1	3
COc1ccc(OC)c(C2/C(=C(\O)c3ccc(OC)c(Cl)c3)C(=O)C(=O)N2CCN(C)C)c1 (centres undefined)	-37	1.2	1.1	-5	1.7	-8	0.39	1.1	2
O=C(Nc1ccc(OCC(=O)N2CCN(S(=O)(=O)c3ccccc3)CC2)cc1)c1ccco1	-24	1.1	1	3	1.4	-3	0.57	1	1
COc1cccc(OCCn2cc(C(=O)c3ccco3)c3ccccc32)c1	17	1	0	98*	1.2	86*	-2.1	0.1	5
N/C(CCCN1CCCCC1)=N/O	-2	1.1	1.1	-14	1.1	-4	0.69	1	1
O=C(NCc1cccnc1)C(C(=O)c1ccc(F)cc1)n1ccccc1=O (centres undefined)	-9	0.9	0.5	46	1.1	45	1.2	0.6	2
O=C(Cn1nnc2ccccc21)NC1CCCCC1	-9	1	1	-1	0.8	55*	0.8	0.5	-2
O=C(CN1C(=O)c2ccccc2C1=O)Nc1ccc(S(=O)(=O)NCC2CCCO2)cc1 (centres undefined)	/	1.2	0.9	8	0.9	-18	0.4	1.2	/
O=C(NCC(=O)N(Cc1ccccc1)C(C(=O)NC1CCCC1)c1ccco1)c1ccco1 (centres undefined)	-25	1.1	1	-3	1.3	47	-0.19	0.5	-5

(more compounds)
SMILES	Mac1 fbg inh	MT1-MMP txn act	CYP2C9 activ	CYP2C9 inh	PLAP act	CYP2C19 inh	Pyk2 oligo antag	CYP2C19 activ	Mac1 fbg enh
Cn1c(=O)c(C(=S)NC(=O)C2CC2)c(N)n(Cc2ccccc2)c1=O	-22	1.2	0.7	30	1.5	18	/	0.8	5
CCOc1ccccc1-n1c(SCC(=O)NC(C)CC)nnc1-c1ccoc1C (centres undefined)	11	1.1	0.8	16	1.1	-1	-0.12	1	0
CCc1ccccc1NC(=O)CSc1nnc(-c2ccco2)n1N	-20	1.1	1.1	-10	0.9	56*	-0.37	0.4	-1
CC1CCCN(CCOCCOc2ccc(Cl)cc2Br)C1 (centres undefined)	1	/	1.1	-10	1.5	43	0.04	0.6	-6
Clc1ccc(CN(CC2CCCO2)C(c2cccs2)c2nnnn2C2CCCC2)cc1 (centres undefined)	/	1.1	0.6	36	1.1	41	-0.71	0.6	/
